# OXTR potentiator: human OXTR potentiation | P30559 | CHO-OTR cells, Fluo-8 calcium fluorescence, potentiator mode; 0% = oxytocin EC15, 100% = EC100 | activation, % at 3 µM | hit rate 0.061% among 320,000 | AID 2445;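 active = activation above that plate's cutoff, the mean activation of tested compounds plus 3 SD, cut at about 6.6% in these data, passing the limit was not always enough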;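 note: 100% uses oxytocin at 75 nM as the full agonist control; some results filed as inactive read as strong as hits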
# Target sequence (P30559 whole entry, looked up): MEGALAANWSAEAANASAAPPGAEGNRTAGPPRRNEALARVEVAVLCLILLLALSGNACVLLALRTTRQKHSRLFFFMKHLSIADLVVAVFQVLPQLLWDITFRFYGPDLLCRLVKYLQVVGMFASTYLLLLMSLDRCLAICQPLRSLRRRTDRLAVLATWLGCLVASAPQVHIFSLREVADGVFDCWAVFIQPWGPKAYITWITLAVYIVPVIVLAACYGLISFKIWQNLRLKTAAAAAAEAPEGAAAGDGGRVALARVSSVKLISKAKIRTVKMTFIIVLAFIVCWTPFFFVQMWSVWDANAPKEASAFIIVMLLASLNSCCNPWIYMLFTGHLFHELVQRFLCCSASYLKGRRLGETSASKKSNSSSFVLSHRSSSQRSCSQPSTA
#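 Assay system: CHO-OTR cells, human receptor / Also added: oxytocin at about EC15, sub-maximal agonist stimulus / Dosing: single dose, 3.0 µM nominal final compound concentration / Incubation: 6 min pre-incubation, 100 s read / Technique: Fluo-8 calcium dye fluorescence / Read-out: % activation vs EC15 and EC100 oxytocin / Benchmarks: EC15 oxytocin low, 75 nM oxytocin high / Replicates: singlicate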
# V1aR counter: activates human V1a receptor in oxytocin agonist counter-screen | hit rate 0.25% among 320,000 | activation, % at 3 µM | CHO-V1R cells, Fluo-8 calcium fluorescence, agonist mode; 0% DMSO, 100% 3 nM vasopressin | P37288;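 active = activation above the mean activation of all tested compounds plus 3 SD, per screening run, cut at about 20% in these data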;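 note: signal is peak over basal fluorescence ratio across a 100 second FLIPR read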
# Target sequence (P37288 whole entry, looked up): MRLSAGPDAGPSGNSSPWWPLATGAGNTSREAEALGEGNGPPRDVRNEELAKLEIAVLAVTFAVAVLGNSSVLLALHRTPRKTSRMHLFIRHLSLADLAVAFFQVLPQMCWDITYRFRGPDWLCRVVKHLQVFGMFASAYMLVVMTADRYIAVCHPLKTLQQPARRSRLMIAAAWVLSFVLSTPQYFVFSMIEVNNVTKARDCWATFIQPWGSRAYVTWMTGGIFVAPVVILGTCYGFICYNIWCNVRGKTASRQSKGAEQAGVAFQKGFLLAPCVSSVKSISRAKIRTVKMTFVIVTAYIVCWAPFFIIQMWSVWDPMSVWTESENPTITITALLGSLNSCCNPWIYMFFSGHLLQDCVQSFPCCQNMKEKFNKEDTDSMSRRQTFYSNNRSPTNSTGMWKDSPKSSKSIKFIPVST
# CHO-K1 Ca antag: M1 antagonist counterscreen hit in parental CHO-K1 cells; ATP-induced calcium, Fluo-8 fluorescence; inhibition, % at 3 µM; hit rate 0.6% among 360,000; AID 602250;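 active = inhibition above a per-plate cutoff, the plate's mean sample inhibition plus 3 SD, cut at about 24% in these data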;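 note: 0% = DMSO plus EC80 ATP and 100% = DMSO alone without ATP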
# CHO parental Ca: counter-screen: ATP calcium response change in parental CHO cells; hit rate 0.63% among 330,000; parental CHO-K1, ATP-induced calcium, Fluo-8 fluorescence; inhibition, % at 5.6 µM;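 active = inhibition above that plate's mean sample inhibition plus 3 SD, cut at about 26% in these data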;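 note: 0% = ATP-challenged DMSO wells and 100% = DMSO wells without ATP; some compounds past the cut are filed as inactive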
#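 material = parental CHO cells | also added = ATP as calcium-mobilizing challenge | dosing = single point at 5.6 µM | detection = intracellular calcium via Fluo-8 no-wash fluorescent dye | read-out = % inhibition | benchmarks = low control ATP plus DMSO, high control DMSO only | repeats = one well per compound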
# CHO-K1 Ca PAM: nonselective activator or artifact in parental CHO-K1 calcium assay; ATP EC20, Fluo-8 calcium fluorescence; 0% at ATP EC20, 100% at ATP max; activation, % at 3 µM; hit rate 0.02% among 360,000; AID 602247;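 active = activation above the run cutoff, the mean activation of all test compounds plus 3 SD, cut at about 40% in these data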;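 note: peak over basal fluorescence ratio in a 140 s read after ATP addition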
# M1 ag parental: nonselective activator or artifact in parental CHO-K1 cells; AID 602248; activation, % at 3 µM; Fluo-8 calcium fluorescence; scaled to maximal ATP response, vehicle zero; hit rate 0.48% among 360,000; in the data active = activation above about 15%;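 note: untransfected CHO-K1 host cells lacking M1 receptor as counterscreen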
# OXTR ag: agonists of human oxytocin receptor; P30559; CHO-OTR cells, Fluo-8 calcium fluorescence; normalized: DMSO 0%, oxytocin 100%; activation, % at 3 µM; hit rate 0.32% among 320,000;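 active = activation above the mean of all tested compounds plus 3 SD, cutoff set per screening run, cut at about 20% in these data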;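 note: peak over basal fluorescence ratio from a 100 s FLIPR kinetic read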
# GPR7 antagonist: human neuropeptides B/W receptor 1 antagonism | P48145 | GPR7-expressing cells, fluorescence antagonist assay | inhibition, % at 4.4 µM | hit rate 1.1% among 290,000 | AID 1861; in the data active = inhibition above about 16%, passing the limit was not always enough;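 note: cells stimulated with the agonist NPW; 0% = agonist with vehicle and 100% = vehicle without agonist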
# TAAR1 antagonist: human TAAR1 antagonism; Q96RJ0; CHO RD-HGA16 TAAR1, Fluo-8 calcium fluorescence, antagonist; inhibition, % at 3 µM; hit rate 1.5% among 360,000;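 active = inhibition above a per-plate cutoff, the mean inhibition of test compounds on that plate plus 3 SD, cut at about 49% in these data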;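 note: 0% = DMSO plus EC80 beta-PEA response and 100% = DMSO alone without agonist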
#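 Assay system: CHO-derived RD-HGA16 cells stably expressing human TAAR1 plus Gα16. Timing: 140 s kinetic read after compound, 140 s after agonist. Technique: kinetic Fluo-8 calcium fluorescence measurement. Measure: % inhibition of agonist calcium response.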
# * hit, by the source's call; / = not tested or not shown.
SMILES,OXTR potentiator,V1aR counter,CHO-K1 Ca antag,CHO parental Ca,CHO-K1 Ca PAM,M1 ag parental,OXTR ag,GPR7 antagonist,TAAR1 antagonist
CC(C)(C)c1ccc(C(=O)NCC(=O)NNC(=O)c2ccccc2O)cc1,-14.5,-0.9,3.5,-9.8,-5.2,-0.1,-0.3,/,-1.9
Cc1cc(OCc2cc(C(=O)N(Cc3nccn3C)C(C)C)no2)cc(C)c1Cl,-12.6,12.7,-5.7,-12.8,21.1,8.9,12.1,-3.5,-14.2
COc1ccc(C2=NOC3(CC(=O)N(c4ccc(Cl)cc4)C3=O)C2)c(OC)c1 (stereo not drawn),-6.3,4.3,-0.1,-13.5,17.9,1.4,4.6,0.9,-16.2
COCCCNC(=S)NCCCNc1nc2cc3c(cc2cc1C#N)OCO3,-2.6,-0.3,-7.9,-8.3,22.0,-0.1,-0.3,-10.4,-18.2
COc1ccc(C(C[N+](=O)[O-])c2c(C)cc3ccccn23)c(OC)c1 (stereo not drawn),-6.4,0.4,-18.8,-10.4,17.6,-0.1,0.4,0.5,6.8
CC1=C(C(=O)N(C(C)C)C(C)C)CC(CC(=O)NCCCN(C)C)C(=O)N1Cc1ccc(C(C)(C)C)cc1 (stereo not drawn),/,/,-15.8,/,10.9,-0.1,/,/,1.0
O=C(Nc1ccccc1O)c1ccc([N+](=O)[O-])cc1,-2.6,2.2,-5.0,16.4,11.2,1.5,0.3,-2.1,-8.0
Cc1ccc(CNS(=O)(=O)c2ccc(-n3cnnn3)c(C)c2)cc1,-9.9,5.1,8.7,2.1,-2.4,6.4,2.7,-2.1,-9.7
O=C(NC1CCCCC1)C(Cc1ccccc1)NS(=O)(=O)c1cccs1 (stereo not drawn),-10.3,-1.0,-0.1,-14.3,-0.4,1.2,-0.7,-5.3,9.5
COc1ccc(NC(=O)c2cc(-c3cccc(OC)c3)on2)cc1,-1.5,1.4,-12.0,22.2,15.0,1.1,0.9,1.8,-7.7
Cc1ccsc1C1C(C#N)=C(N)N(N(C)C)C2=C1C(=O)CCC2 (stereo not drawn),-3.1,1.9,-9.0,-8.3,9.1,0.6,0.2,-7.2,1.7
Cc1cn(CC(=O)N[C@H](C)c2cccc3ccccc23)c(=O)[nH]c1=O,/,/,-12.1,/,16.6,0.6,/,/,17.3

# Three entries from above, reformatted.
Structure	OXTR potentiator	V1aR counter	CHO-K1 Ca antag	CHO parental Ca	CHO-K1 Ca PAM	M1 ag parental	OXTR ag	GPR7 antagonist	TAAR1 antagonist
O=C(Nc1ccccc1O)c1ccc([N+](=O)[O-])cc1	-2.6	2.2	-5.0	16.4	11.2	1.5	0.3	-2.1	-8.0
Cc1ccsc1C1C(C#N)=C(N)N(N(C)C)C2=C1C(=O)CCC2 (stereo not drawn)	-3.1	1.9	-9.0	-8.3	9.1	0.6	0.2	-7.2	1.7
COc1ccc(C2=NOC3(CC(=O)N(c4ccc(Cl)cc4)C3=O)C2)c(OC)c1 (stereo not drawn)	-6.3	4.3	-0.1	-13.5	17.9	1.4	4.6	0.9	-16.2

# (continued)
SMILES,OXTR potentiator,V1aR counter,CHO-K1 Ca antag,CHO parental Ca,CHO-K1 Ca PAM,M1 ag parental,OXTR ag,GPR7 antagonist,TAAR1 antagonist
CSCCC(=O)Nc1cc(S(=O)(=O)N2CCOCC2)ccc1N1CCN(C)CC1,3.0,1.2,3.5,-3.1,11.7,0.6,1.3,-4.3,9.2
CC[n+]1c(/C=C/N(C)c2ccccc2)n(-c2ccccc2)c2ccc(-c3nc4ccccc4s3)cc21,-24.1,-0.3,34.2*,68.6*,-1.8,5.7,7.7,84.5*,/
CC(C)c1ccc(OCC(=O)NCc2ccco2)cc1,-0.9,-0.2,20.6,-6.1,-7.1,-0.8,-1.9,-5.5,3.2
O=C(Nc1cccc(C(F)(F)F)c1)N1CCC(c2nc(-c3ccc(F)cc3)no2)CC1,-10.8,5.2,-0.6,8.8,-4.6,9.2,6.2,-4.0,9.3
CC(=O)OCC1OC(OCc2cn(C[C@H]3CC[C@H](Cn4cc(COC5OC(COC(C)=O)C(OC(C)=O)C(OC(C)=O)C5OC(C)=O)nn4)O3)nn2)C(OC(C)=O)C(OC(C)=O)C1OC(C)=O (stereo partly drawn),-0.9,0.2,6.9,-0.8,-18.5,-0.4,-0.5,3.7,-1.3
O=C(NN1C(=O)C2C3C=CC(C4CC34)C2C1=O)c1cccc(Br)c1 (stereo not drawn),-3.8,0.3,-15.0,-13.4,14.0,2.5,-1.1,-14.7,-8.8
N#Cc1ccc(NC(=O)Nc2ccc(Cl)cc2)cc1,-23.8,8.4,25.7*,75.3*,7.5,13.6,15.7,30.4*,2.1
CC1CCN(CCn2c(=S)[nH]c3cc4c(cc3c2=O)OCO4)CC1,4.1,-0.5,-0.6,-13.8,-1.3,0.8,0.4,-3.4,14.4
Cc1ccc(N(CC(=O)Nc2cc(Cl)ccc2Oc2ccccc2)S(C)(=O)=O)cc1C,-10.2,2.5,-12.8,-30.8,21.6,1.7,1.9,-1.2,-5.4
COc1ccc(CCNC(=O)CN2C(=O)NC3(CCCCC3)C2=O)cc1,-6.8,0.2,-15.3,-7.0,22.3,1.1,0.5,/,-2.6
CCCc1cc(=O)[nH]c2nnc(SCC(=O)NCc3ccc4c(c3)OCO4)n12,-6.1,-0.2,-6.1,3.4,6.0,0.9,0.2,/,-10.2
Cc1cccc(CN2CCN(c3nc4nonc4nc3NC3CC3)CC2)c1,-6.5,0.0,6.8,-26.5,-15.1,0.0,0.2,-6.1,-14.2
O=C(c1cccc(N2C(=O)C3CC=CCC3C2=O)c1)N1CCCc2ccccc21 (stereo not drawn),-2.6,0.4,-3.2,-10.6,15.1,1.0,-0.6,8.1,-2.0
COc1ccc(/C=C/C(=O)Nc2cccc(S(=O)(=O)NC3=NCCCCC3)c2)cc1OC,-6.3,1.7,5.4,-22.1,-1.5,4.0,0.1,/,18.9
COc1cc(C(C)=O)ccc1OCC(=O)NC(=O)Nc1ccc(C)cc1C,-5.3,2.8,-9.9,-14.6,-12.3,0.0,2.4,/,7.5
COc1ccc(CC(=O)NCc2ccco2)cc1OC,2.8,0.7,-0.4,-6.6,-5.9,0.3,0.0,-0.4,-1.2
O=C(Nc1ccccc1)c1nc[nH]c1C(=O)Nc1ccccc1F,/,/,-1.9,/,5.4,0.1,/,/,-5.0
CCc1ccc([C@H]2[C@@H]3C(=O)C[C@@H]4C(=O)N(Cc5ccccc5)C(=O)[C@@H]4[C@@H]3CN2S(=O)(=O)c2ccc(C)cc2)cc1,/,/,7.2,/,9.1,1.4,/,/,-5.0
Cc1[nH]c2c(Cl)cccc2c(=O)c1CN1CCCCCC1,-7.1,1.2,-14.4,-5.0,9.6,0.7,-0.4,-15.3,-11.3
CC(C)=CC(=O)OCC(=O)Nc1nc(C)c(Cl)cc1Cl,-5.6,0.0,-14.2,-18.5,19.0,0.4,-0.5,4.4,-15.8
CCC(=O)c1ccccc1OCCCN1C(=O)NC(C)(C)C1=O,-8.2,0.9,7.8,-3.0,-8.0,1.1,0.1,4.9,11.3
CC(C)C1NC(=S)N(C2CCCCC2)C1=O (stereo not drawn),-4.9,0.2,-7.3,-8.6,22.1,1.7,-2.7,1.7,-2.4
CNC(=S)N/N=C/c1ccco1,-2.7,0.9,-18.6,-15.8,18.9,0.9,0.3,-5.2,-2.8
CC(C(=O)NCc1ccccn1)N1C(=O)c2ccccc2C1=O (stereo not drawn),-4.3,0.2,-4.9,-7.1,12.5,0.5,0.0,-5.9,1.2
O=C(NCCCN1CCOCC1)c1cn(-c2ccccc2)nc1-c1ccc(Br)cc1,-11.7,10.0,-7.0,-7.9,9.4,6.3,14.7,/,18.8
C=CCn1c(NC(=O)c2ccccc2Cl)c(C#N)c2nc3ccccc3nc21,-8.1,7.3,-1.3,8.2,5.2,6.5,8.6,1.1,17.7
Cc1ccc(C2(C)NC(=O)N(CC(=O)NC(=O)NC(C)C)C2=O)cc1 (stereo not drawn),-4.6,-0.2,-7.3,-6.7,-13.6,1.1,1.2,-10.9,-8.6
CCN(CC(=O)Nc1ccc2c(c1)OCCO2)C(=O)/C=C/c1ccc(OC)cc1OC,-2.2,0.3,3.9,-19.1,-7.9,1.6,-2.5,-17.2,-20.9
CCCn1c2ccccc2c2cnn(CC(=O)NC(C)CC)c(=O)c21 (stereo not drawn),/,/,-5.0,/,10.6,3.3,/,-14.8,-7.2
COc1ccc(/C(O)=C/Sc2nnc(Cc3ccccc3)o2)cc1,-5.0,3.3,-7.4,-21.7,-6.5,2.0,3.6,-9.0,20.1
Cn1c(SCc2cnc(-c3ccccc3)s2)nnc1C1COc2ccccc2O1 (stereo not drawn),-3.6,0.7,-5.4,-16.1,18.4,0.3,-1.4,-3.9,8.1
CC1=C(C(=O)OCc2ccccc2)C(c2ccc3ccccc3c2)NC(=O)N1CCCCCC(=O)O (stereo not drawn),-4.0,-0.4,/,-20.2,/,/,-2.6,-2.5,-36.5
CCOc1ccc(S(=O)(=O)n2c(C)nc3ccccc32)cc1,-2.2,0.4,-3.7,0.3,14.4,0.6,0.4,7.9,-14.9
O=C(NCCCN1CCN(Cc2ccccc2)CC1)C1CCN(c2nnc(-n3cccc3)s2)CC1,-5.5,1.8,-4.4,-7.8,8.6,1.1,0.4,-7.8,-14.8
COc1cc(/C=N/NS(=O)(=O)c2ccc(C)cc2)ccc1OCc1ccc(C(=O)O)cc1,1.4,-1.6,-5.9,2.6,20.2,0.2,-0.8,3.8,-4.4
CCn1nc(C(=O)NCc2ccco2)c(Cl)c1Cl,-3.7,-0.6,-4.1,-0.9,19.2,0.7,-1.8,-2.1,-3.8
CCN1C(=O)[C@H]2[C@H]3CN=C(SCc4ccc(C(=O)OC)cc4)N3[C@@](Cc3ccccc3)(C(=O)OC)[C@H]2C1=O,/,/,-7.6,-22.1,20.8,4.7,/,/,22.1
COc1ccc(CCNC(=O)c2cccc(Br)c2)cc1OC,-6.4,2.6,-0.6,7.2,14.7,12.9,-0.7,-8.2,-22.3
Cc1ccc(-c2nnc(SCC(=O)N3CCOCC3)nc2-c2ccc(C)cc2)cc1,-3.4,-0.5,-20.7,-10.6,11.0,0.6,-0.6,-3.3,-12.2
CN1C(C)(C)c2ccccc2OS1(=O)=O,-2.7,1.6,-13.7,-12.5,4.9,0.2,-0.4,-3.3,-3.7
COC(=O)c1ccccc1NC(=O)c1ccccc1NS(C)(=O)=O,1.5,0.8,-8.9,-5.9,1.5,0.8,-0.6,-9.2,-4.0
COc1ccc(C(=O)NC2CCN(C(=S)Nc3ccc(C)c(C)c3)CC2)cc1,-0.4,-0.4,-16.0,-6.5,11.2,-0.5,-1.3,-14.6,4.3
CCOc1ccc(NC(=O)CN(C)C(=O)Cn2c(=O)oc3ccccc32)cc1OCC,0.9,-1.4,-6.1,2.2,14.8,1.7,-0.2,/,18.7
